Screens as filed in PubChem BioAssay.
KOR beta-arrestin-1 – KOR agonists, beta-arrestin recruitment, primary screen, cell-based, luminescence, uHTS (AID 1777). activation, % at 10 µM, or EC50 in µM where a hit was titrated. KOR beta-arrestin recruitment, luminescence; higher % means a stronger effect. actives 0.02% (n = 280,000); in the data active = activation above about 50%, passing the limit was not always enough; note: a part of the inactive calls stands beside numbers as strong as those of hits
GPR35 arrestin U2OS – GPR35 antagonists blocking zaprinast-driven arrestin recruitment, primary screen, imaging, U2OS, beta-arrestin-GFP, zaprinast agonist (AID 2058). one-dose inhibition, % at 10 µM; IC50 in µM for titrated hits. U2OS GPR35 beta-arrestin-GFP translocation imaging, zaprinast antagonism; higher % means a stronger effect. actives 0.052% (n = 290,000);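 active = inhibition of at least 50% with at least 30 cells and total cytoplasm GFP at most 10,000,000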
HIV fusion peptide – inhibitors of HIV fusion peptide binding, primary screen, biochemical, uHTS, fluorescence dequenching (AID 1986); cell-free peptide binding, fluorescence dequenching, 30 min; higher % means a stronger effect; one-dose inhibition, % at 20 µM; IC50 in µM for titrated hits; actives 0.3% (n = 290,000); in the data active = inhibition mostly above about 52%, no sharp cut-off; inactive = mostly below about 76%; note: some results filed as inactive read as strong as hits
GPR55 LPI antagonism – GPR55 antagonists blocking LPI-driven arrestin recruitment, primary screen, imaging, U2OS, beta-arrestin-GFP, LPI agonist (AID 2013); U2OS GPR55 beta-arrestin-GFP translocation imaging, LPI antagonism; higher % means a stronger effect; one-dose inhibition, % at 10 µM; IC50 in µM for titrated hits; G-protein coupled receptor 55 (Homo sapiens); actives 0.13% (n = 290,000);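 active = spots per cell inhibited over 60%, with over 100 cells counted and total cytoplasm intensity under 500,000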;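 note: U2OS cells stably carrying GPR55 and arrestin-GFP stimulated by 5 µM LPI near EC80; imaged beta-arrestin-GFP aggregate spots per cell after agonist stimulation; plate controls were LPI-stimulated DMSO wells for no effect and DMSO wells without LPI for full effect; some results filed as inactive read as strong as hits; confirmed hits need IC50 under 10 µM and bright autofluorescent wells are also inconclusive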
SIAH1 antagonists – Siah-1 peptide-binding antagonists, primary screen, biochemical, fluorescence polarization, rhodamine-plectin, uHTS (AID 1817); displacement, % at 20 µM; hits with a dose series show IC50 in µM; Siah-1 / rhodamine-plectin peptide fluorescence polarization; higher % means a stronger effect; actives 0.02% (n = 290,000);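 active = displacement of at least 50% at 20 µM, with a fluorescence ratio check between 0.3 and a set limit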;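 note: plate controls were Siah plus tracer with DMSO for no effect and tracer alone without Siah for full effect; strong numbers were not always called active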
KOR beta-arrestin-2 – KOR antagonists, beta-arrestin recruitment, cell-based, luminescence, uHTS (AID 1778); Kappa-type opioid receptor (Homo sapiens); KOR beta-arrestin recruitment, luminescence, antagonist mode; higher % means a stronger effect; inhibition, % at 10 µM; hits with a dose series show IC50 in µM; actives 0.091% (n = 290,000); in the data active = inhibition above about 50%; note: strong numbers were not always called active
GPR55 activation – GPR55 agonists via beta-arrestin recruitment, primary screen, imaging, U2OS cells, beta-arrestin-GFP redistribution (AID 1961); activation, % at 10 µM, or EC50 in µM where a hit was titrated; U2OS GPR55 beta-arrestin-GFP redistribution imaging; higher % means a stronger effect; G-protein coupled receptor 55 (Homo sapiens); actives 0.048% (n = 290,000);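 active = activation above 40% with more than 50 cells counted in the well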;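 note: U2OS osteosarcoma cells stably expressing GPR55 and beta-arrestin-GFP; plate controls were DMSO negative control for no effect and LPI positive control for full effect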
AID2073 – inhibitors of Mint1-CaV2.2 protein interaction, biochemical, HTRF (AID 2073); actives 0.19% (n = 290,000); HTRF protein-protein interaction, Mint1-CaV2.2; higher % means a stronger effect; Voltage-dependent N-type calcium channel subunit alpha-1B (Homo sapiens); one-dose inhibition, % at 20 µM; IC50 in µM for titrated hits; in the data active = inhibition mostly above about 51%, no sharp cut-off; note: some results filed as inactive read as strong as hits
NOD1 inhibition – NOD1 signaling inhibitors, primary screen, cell-based, luminescence, uHTS (AID 1578). NOD1-driven NF-kB luciferase reporter cells, luminescence; higher % means a stronger effect. inhibition, % at 4 µM, or EC50 in µM where a hit was titrated. actives 1% (n = 290,000); in the data active = inhibition mostly above about 36%, no sharp cut-off; inactive = mostly below about 34%;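 note: HEK-293T reporter cells stimulated with the NOD1 agonist gamma-tri-DAP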
An asterisk follows results filed as active; [ ] = another dose, or the depositor's remark.

Screening CC(=O)c1cccc(N(C(=O)CNC(=O)c2ccco2)C(C(=O)NC2CCCC2)c2ccncc2)c1 (configuration not stated) returned KOR beta-arrestin-1 6.8%, GPR35 arrestin U2OS 1%, HIV fusion peptide 1.3%, GPR55 LPI antagonism 10%, SIAH1 antagonists 3%, KOR beta-arrestin-2 -48%, GPR55 activation -0.2%, AID2073 4% and NOD1 inhibition -35%.
Screening O=C(NNS(=O)(=O)c1ccc(F)c(Cl)c1)c1cccc(S(=O)(=O)N2CCOCC2)c1 returned KOR beta-arrestin-1 12%, GPR35 arrestin U2OS 5%, HIV fusion peptide 3.0%, GPR55 LPI antagonism -15%, SIAH1 antagonists 27%, KOR beta-arrestin-2 29%, GPR55 activation 0.4%, AID2073 5% and NOD1 inhibition -17%.
For COC(=O)CSc1nnc(-c2ccc(OC)cc2OC)o1 the results were KOR beta-arrestin-1 -0.3%, GPR35 arrestin U2OS 2%, HIV fusion peptide -0.9%, GPR55 LPI antagonism 0%, SIAH1 antagonists -3%, KOR beta-arrestin-2 -22%, GPR55 activation 0.2%, AID2073 -6% and NOD1 inhibition -9%.
For Cc1ccc(S(=O)(=O)Nc2ccc(N3CCOCC3)nc2)cc1 the results were KOR beta-arrestin-1 -0.5%, GPR35 arrestin U2OS 5%, HIV fusion peptide 4.3%, GPR55 LPI antagonism 20%, SIAH1 antagonists -7%, KOR beta-arrestin-2 23%, GPR55 activation -0.3%, AID2073 0% and NOD1 inhibition 8%.
COC(=O)/C=C1/S/C(=N/NC(=O)c2ccccc2C)NC1=O was read as KOR beta-arrestin-1 -3.3%, GPR35 arrestin U2OS 4%, HIV fusion peptide 3.3%, GPR55 LPI antagonism -27%, SIAH1 antagonists 0%, KOR beta-arrestin-2 0%, GPR55 activation -0.1%, AID2073 2% and NOD1 inhibition 6%.
Screening Cc1ccc(NC(=O)c2nc[nH]c2C(=O)N2CCC(C)CC2)cc1 returned KOR beta-arrestin-1 -0.5%, GPR35 arrestin U2OS 18%, HIV fusion peptide -1.4%, GPR55 LPI antagonism -5%, SIAH1 antagonists 0%, KOR beta-arrestin-2 21%, GPR55 activation -0.1%, AID2073 -8% and NOD1 inhibition -7%.
Screening O=C(Oc1ccccc1)c1ccccc1OS(=O)(=O)c1ccccc1 returned KOR beta-arrestin-1 -1.1%, GPR35 arrestin U2OS 13%, HIV fusion peptide 0.7%, GPR55 LPI antagonism -14%, SIAH1 antagonists -1%, KOR beta-arrestin-2 -3%, GPR55 activation 0.3%, AID2073 1% and NOD1 inhibition -23%.
For Cc1ccc(C)c2c(SC(C)C(=O)NCc3ccco3)nc(-c3ccccc3)nc12 (configuration not stated) the results were KOR beta-arrestin-1 -5.1%, GPR35 arrestin U2OS 7%, HIV fusion peptide 8.8%, GPR55 LPI antagonism -5%, SIAH1 antagonists 17%, KOR beta-arrestin-2 10%, GPR55 activation 0.2%, AID2073 35% and NOD1 inhibition -5%.
For CCCNC(=O)Cn1cnc2sc(C(=O)Nc3cc(OC)c(OC)c(OC)c3)c(C)c2c1=O the results were KOR beta-arrestin-1 -3.5%, GPR35 arrestin U2OS 17%, HIV fusion peptide -1.8%, GPR55 LPI antagonism 5%, SIAH1 antagonists -2%, KOR beta-arrestin-2 2%, GPR55 activation 0.3%, AID2073 -6% and NOD1 inhibition -8%.
`Cc1ccc2c(c1)C(=O)c1c(C(=O)O)cccc1-2` gave GPR35 arrestin U2OS 4%, HIV fusion peptide 1.3%, GPR55 LPI antagonism 11%, SIAH1 antagonists 5%, KOR beta-arrestin-2 -17%[20 µM], GPR55 activation 0.2%, AID2073 2% and NOD1 inhibition -15%.
`Cc1cc(C)n(-c2cccc(Cl)c2C#N)n1` gave KOR beta-arrestin-1 1.6%, GPR35 arrestin U2OS -16%, HIV fusion peptide 1.1%, GPR55 LPI antagonism -10%, SIAH1 antagonists 0%, KOR beta-arrestin-2 8%, GPR55 activation 0.6%, AID2073 38% and NOD1 inhibition -4%.
Screening CSc1nc2cc3c(cc2n1C(=O)c1ccc(C)cc1)OCCO3 returned KOR beta-arrestin-1 -1.4%, GPR35 arrestin U2OS -9%, HIV fusion peptide 1.8%, GPR55 LPI antagonism -6%, SIAH1 antagonists 0%, KOR beta-arrestin-2 -8%, GPR55 activation 0.1%, AID2073 12% and NOD1 inhibition -46%.
For COc1ccccc1-c1noc(CCC(=O)Nc2cccc(C)c2)n1 the results were KOR beta-arrestin-1 -1.0%, GPR35 arrestin U2OS 4%, HIV fusion peptide 0.2%, GPR55 LPI antagonism 6%, SIAH1 antagonists -2%, KOR beta-arrestin-2 -6%, GPR55 activation 1.0%, AID2073 8% and NOD1 inhibition -8%.
`O=C(NCc1cccnc1)C1CCN(S(=O)(=O)N2CCOCC2)CC1` gave KOR beta-arrestin-1 -3.7%, GPR35 arrestin U2OS 23%, HIV fusion peptide 0.4%, GPR55 LPI antagonism 2%, SIAH1 antagonists -2%, KOR beta-arrestin-2 -16%, GPR55 activation 0.5%, AID2073 -2% and NOD1 inhibition -5%.
For COc1cc(O)c(C(CC(=O)N2CCCC2)c2cc(OC)c(OC)c(OC)c2)c(OC)c1 (configuration not stated) the results were KOR beta-arrestin-1 1.3%, GPR35 arrestin U2OS -17%, HIV fusion peptide 1.6%, GPR55 LPI antagonism 2%, SIAH1 antagonists 4%, KOR beta-arrestin-2 3%, GPR55 activation 0.5%, AID2073 2% and NOD1 inhibition 4%.
CCOC(=O)c1c(-c2ccc(C)cc2)csc1NC(=S)NC(=O)c1ccccc1 was read as KOR beta-arrestin-1 -0.4%, GPR35 arrestin U2OS 6%, HIV fusion peptide -1.4%, GPR55 LPI antagonism -2%, SIAH1 antagonists 0%, KOR beta-arrestin-2 15%, GPR55 activation -0.3%, AID2073 -2% and NOD1 inhibition -8%.
`Cc1csc(NC(=O)[C@@H](NC(=O)c2ccccc2)C(C)C)n1` gave KOR beta-arrestin-1 1.7%, GPR35 arrestin U2OS -8%, HIV fusion peptide 0.8%, GPR55 LPI antagonism -10%, SIAH1 antagonists 7%, KOR beta-arrestin-2 11%, GPR55 activation 0.6%, AID2073 1% and NOD1 inhibition -19%.
For Cc1c(NC(=O)Nc2cccc(F)c2)c(=O)n(-c2ccccc2)n1C the results were KOR beta-arrestin-1 8.6%, GPR35 arrestin U2OS -1%, HIV fusion peptide 1.3%, GPR55 LPI antagonism 5%, SIAH1 antagonists 0%, KOR beta-arrestin-2 -7%, GPR55 activation -0.1%, AID2073 7% and NOD1 inhibition -33%.
For CC(C)Sc1cc(N2CCOCC2)nc(-c2ccccc2)n1 the results were KOR beta-arrestin-1 -0.6%, GPR35 arrestin U2OS -6%, HIV fusion peptide 2.6%, GPR55 LPI antagonism -16%, SIAH1 antagonists -2%, KOR beta-arrestin-2 19%, GPR55 activation 0.3%, AID2073 10% and NOD1 inhibition -13%.
`COc1cccc(CNC(=O)CCC2CCCN(C(=O)c3ccc(OC)o3)C2)c1` (configuration not stated) gave KOR beta-arrestin-1 8.1%, GPR35 arrestin U2OS 8%, HIV fusion peptide 0.0%, GPR55 LPI antagonism 5%, SIAH1 antagonists -3%, KOR beta-arrestin-2 -16%, GPR55 activation -0.1%, AID2073 19% and NOD1 inhibition 20%.
CCCn1c(=O)c(C(=O)Nc2cccc(C)c2)c(O)c2ccccc21 was read as KOR beta-arrestin-1 5.5%, GPR35 arrestin U2OS 14%, HIV fusion peptide -0.7%, GPR55 LPI antagonism 4%, SIAH1 antagonists -3%, KOR beta-arrestin-2 -57%[20 µM], GPR55 activation 0.3%, AID2073 1% and NOD1 inhibition -17%.
Screening FC(F)(F)c1cnc(N/N=C/c2ccncc2)c(Cl)c1 returned KOR beta-arrestin-1 -3.6%, GPR35 arrestin U2OS -4%, HIV fusion peptide -0.2%, GPR55 LPI antagonism 0%, SIAH1 antagonists -2%, KOR beta-arrestin-2 26%, GPR55 activation 1.0%, AID2073 2% and NOD1 inhibition 11%.
For CCC(C)c1ccc(NC(=O)COC(=O)c2nc3nccc(C)n3n2)cc1 (configuration not stated) the results were KOR beta-arrestin-1 0.2%, GPR35 arrestin U2OS -7%, HIV fusion peptide 0.5%, GPR55 LPI antagonism -3%, SIAH1 antagonists -1%, KOR beta-arrestin-2 7%, GPR55 activation 0.0%, AID2073 19% and NOD1 inhibition -46%.
Screening Cc1nc(CN2CCN(C(=O)NC3(c4ccccc4)CC3)CC2)cs1 returned KOR beta-arrestin-1 -1.1%, GPR35 arrestin U2OS -17%, HIV fusion peptide 0.9%, GPR55 LPI antagonism 17%, SIAH1 antagonists 3%, KOR beta-arrestin-2 -21%, GPR55 activation -0.1%, AID2073 1% and NOD1 inhibition -9%.
Cc1ccccc1OCC(=O)Nc1ccccc1NC(=O)c1ccco1 was read as KOR beta-arrestin-1 -1.7%, GPR35 arrestin U2OS -3%, HIV fusion peptide -1.2%, GPR55 LPI antagonism -1%, SIAH1 antagonists -4%, KOR beta-arrestin-2 5%, GPR55 activation -0.1%, AID2073 -8% and NOD1 inhibition -22%.
Screening CCOC(=O)Cc1csc(NC(=O)CCS(=O)(=O)Cc2ccccc2)n1 returned KOR beta-arrestin-1 3.5%, GPR35 arrestin U2OS 10%, HIV fusion peptide 3.1%, GPR55 LPI antagonism 23%, SIAH1 antagonists -3%, KOR beta-arrestin-2 10%, GPR55 activation -0.2%, AID2073 -3% and NOD1 inhibition 6%.
For Cc1cc(/C=N/n2cnnc2)c(O)c([N+](=O)[O-])c1 the results were KOR beta-arrestin-1 5.6%, GPR35 arrestin U2OS -8%, HIV fusion peptide 0.4%, GPR55 LPI antagonism -17%, SIAH1 antagonists 5%, KOR beta-arrestin-2 -40%, GPR55 activation 0.3%, AID2073 -1% and NOD1 inhibition -7%.
Screening CCOc1ccc(OCc2ccc(C(=O)N3CCCC(C)C3)cc2)cc1 (configuration not stated) returned KOR beta-arrestin-1 2.1%, GPR35 arrestin U2OS 0%, HIV fusion peptide -0.3%, GPR55 LPI antagonism 12%, SIAH1 antagonists 1%, KOR beta-arrestin-2 -3%, GPR55 activation 0.3%, AID2073 -10% and NOD1 inhibition -22%.

Looked up by structure from above, two records:
Screening CCOc1ccc(OCc2ccc(C(=O)N3CCCC(C)C3)cc2)cc1 (configuration not stated) returned KOR beta-arrestin-1 2.1%, GPR35 arrestin U2OS 0%, HIV fusion peptide -0.3%, GPR55 LPI antagonism 12%, SIAH1 antagonists 1%, KOR beta-arrestin-2 -3%, GPR55 activation 0.3%, AID2073 -10% and NOD1 inhibition -22%.
Screening CCOC(=O)Cc1csc(NC(=O)CCS(=O)(=O)Cc2ccccc2)n1 returned KOR beta-arrestin-1 3.5%, GPR35 arrestin U2OS 10%, HIV fusion peptide 3.1%, GPR55 LPI antagonism 23%, SIAH1 antagonists -3%, KOR beta-arrestin-2 10%, GPR55 activation -0.2%, AID2073 -3% and NOD1 inhibition 6%.

Only part of the results is shown. The share of hits here may be higher or lower than overall.
